PfHsp90 set2 = inhibits growth of yeast expressing Plasmodium falciparum Hsp90 | S. cerevisiae expressing PfHsp90, BacTiter-Glo ATP, 48 h; yeast lacking PDR1 and PDR3 efflux regulators | inhibition, % at 9.4 µM | 0.32% of 310,000 active;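 active = every replicate shows inhibition above about 80%, whatever the replicate mean, limit read from the data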;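 also: 0% = DMSO neutral controls and 100% = 20 µM radicicol positive controls; yeast relying on Plasmodium falciparum Hsp90 in place of its own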
SR-BI uptake up = enhances SR-BI lipid uptake from DiI-HDL | CHO ldlA[mSR-BI] cells, DiI-HDL uptake fluorescence, 3 h; 100 = double the neutral-control signal | activation, % at 12.5 µM | 0.096% of 320,000 active;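 active = mean replicate activation of at least 60% and every replicate at or above 60%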;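 also: 0% = median plate neutral-control signal and 100% = twice that signal; values of inactives mirror those of a sister screen read the other way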
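System: CHO ldlA[mSR-BI] cells / Medium: HEPES-buffered (25 mM, pH 7.4) F12 plus 0.5% BSA / Probe or stimulus: labelled HDL, 10 µg/mL / Doses: single compound concentration, delivered by pin transfer / Schedule: 3 h, 37 °C / Measured by: DiI fluorescence, bottom read / Measure: cell-associated DiI fluorescence as measure of HDL uptake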
dFosB act = activators of mouse delta FosB homodimer; P13346; purified delta FosB, TAMRA-CDK5 oligo fluorescence polarization; percent of positive-control signal above neutral wells; activation, % at 25 µM; 0.99% of 340,000 active;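 active = mean activation above about 17%, with every replicate also reaching it, limit read from the data, passing the limit was not always enough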;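 also: fluorescence polarization rise as delta FosB binds a TAMRA Cdk5 AP-1 oligo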
MITF act = MITF TRPM1 promoter activation in melanoma cells; 0.75% of 300,000 active; AID 588334; SK-MEL-5 TRPM1-promoter luciferase, 24 h; % of positive control, neutral wells = 0; activation, % at 12.5 µM;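 active = mean activation of at least 80% with every replicate also reaching 80%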;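 also: 0% = neutral control wells and 100% = parthenolide positive control wells; values of inactives mirror those of a sister screen read the other way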
SR-BI HDL uptake = inhibitors of mouse SR-BI mediated HDL lipid uptake | ldlA[mSR-BI] CHO cells, DiI-HDL uptake fluorescence, 3 h | 0.96% of 320,000 active | inhibition, % at 12.5 µM | Q61009;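 active = mean replicate inhibition of at least 70% and a set share of replicates each scoring 70 or more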;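 also: 0% = median of neutral control wells and 100% = median of positive control wells; values of inactives mirror those of a sister screen read the other way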
Target sequence (Q61009 whole entry, looked up): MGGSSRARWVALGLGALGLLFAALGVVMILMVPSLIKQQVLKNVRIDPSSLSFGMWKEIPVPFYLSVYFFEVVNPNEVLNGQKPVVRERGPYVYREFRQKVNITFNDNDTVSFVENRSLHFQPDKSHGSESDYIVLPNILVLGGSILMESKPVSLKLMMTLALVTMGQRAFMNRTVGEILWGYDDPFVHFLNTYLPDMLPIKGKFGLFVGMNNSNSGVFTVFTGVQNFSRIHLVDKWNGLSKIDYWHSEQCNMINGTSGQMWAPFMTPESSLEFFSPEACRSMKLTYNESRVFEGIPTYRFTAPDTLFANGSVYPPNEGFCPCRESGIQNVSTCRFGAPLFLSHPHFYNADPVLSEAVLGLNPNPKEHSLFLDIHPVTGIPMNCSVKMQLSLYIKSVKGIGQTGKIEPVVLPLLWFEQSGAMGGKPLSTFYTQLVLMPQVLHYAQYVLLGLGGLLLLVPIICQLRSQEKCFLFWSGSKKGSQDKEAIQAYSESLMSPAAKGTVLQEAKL
NSD2 inh = NSD2 (human) methyltransferase inhibition; O96028; NSD2 peptide methylation, AlphaScreen, 120 min; inhibition, % at 12.5 µM; 0.54% of 310,000 active; AID 743445; in the data active = inhibition above about 50%
CAL PDZ FP-1 = blocks peptide binding to human CAL PDZ domain; Q9HD26; purified CAL PDZ, TMR-peptide fluorescence polarization, 1 h; inhibition, % at 20 µM; 0.02% of 330,000 active; AID 504414;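 active = highest replicate inhibition of at least 40%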;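 also: plate controls were DMSO neutral control wells for no effect and unlabeled competitor peptide control wells for full effect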
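material = purified tagged CAL PDZ domain construct (CerCALP) | buffer or medium = sodium phosphate/NaCl buffer pH 7.4 with TCEP, IgG, Thesit | reagent = TMR-labelled reporter peptide T*-PRC34 bound in PDZ groove | incubation = 1 h room-temperature incubation prior to read | measured by = fluorescence polarization (mP) | evaluation = percent inhibition from loss of millipolarization | control set = unlabelled peptide and DMSO controls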
PvdQ acylase = blocks Pseudomonas aeruginosa PvdQ acylase activity | purified PvdQ acylase, fluorescence plate reader | inhibition, % at 10 µM | 0.063% of 340,000 active; in the data active = inhibition above about 30%, passing the limit was not always enough;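 also: 0% = vehicle neutral wells and 100% = reference inhibitor wells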
Rtt109 Vps75 = inhibitors of Candida albicans Rtt109/Vps75 histone acetyltransferase; Q5AAJ8; inhibition, % at 34.9 µM; AID 540336; purified Rtt109/Vps75, ThioGlo CoA-SH fluorescence, 4 h; 0.16% of 330,000 active;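 active = inhibition of at least 50% in every replicate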
Target sequence (Q5AAJ8 whole entry, looked up): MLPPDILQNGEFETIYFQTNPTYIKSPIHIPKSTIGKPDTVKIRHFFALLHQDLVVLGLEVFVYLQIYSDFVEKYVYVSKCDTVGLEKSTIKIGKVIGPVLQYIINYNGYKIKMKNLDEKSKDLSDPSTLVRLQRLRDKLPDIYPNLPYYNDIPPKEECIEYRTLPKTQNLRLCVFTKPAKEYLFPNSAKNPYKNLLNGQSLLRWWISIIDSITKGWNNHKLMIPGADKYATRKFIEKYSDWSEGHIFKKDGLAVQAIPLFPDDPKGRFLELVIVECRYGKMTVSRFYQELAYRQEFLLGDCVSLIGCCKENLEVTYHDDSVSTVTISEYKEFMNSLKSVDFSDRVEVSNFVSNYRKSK
CAL PDZ FP-2 = CAL PDZ (human) peptide binding inhibition | Q9HD26 | inhibition, % at 24.9 µM | AID 602252 | purified CAL PDZ, TMR-peptide fluorescence polarization, 1 h | 0.92% of 300,000 active;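 active = mean inhibition of at least 30% with at least half of replicates also reaching 30%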;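 also: 0% = DMSO neutral control and 100% = excess unlabeled competitor peptide PRC23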
Active calls of the source: *; x = not tested or not shown.

Preview:
1: O=C(c1cccc(S(=O)(=O)N2CCN(c3ccccc3)CC2)c1)N1CC=C(c2ccccc2)CC1
2: O=C(CCCCCNC(=O)c1ccccc1)N/N=C/c1ccccc1
3: O=C(N/C(=C\c1cccc(Br)c1)C(=O)N1CCOCC1)c1ccco1

Screen / compound no.	1	2	3
PfHsp90 set2	3	18	17
SR-BI uptake up	5	12	x
dFosB act	-2	-10	-3
MITF act	-5	-6	x
SR-BI HDL uptake	-5	-12	x
NSD2 inh	-2	-6	0
CAL PDZ FP-1	-1.4	-1.7	-3.1
PvdQ acylase	-6	-12	9
Rtt109 Vps75	-9	-5	10
CAL PDZ FP-2	-3	0	-1

The list itself, repeating the preview:
1: O=C(c1cccc(S(=O)(=O)N2CCN(c3ccccc3)CC2)c1)N1CC=C(c2ccccc2)CC1
2: O=C(CCCCCNC(=O)c1ccccc1)N/N=C/c1ccccc1
3: O=C(N/C(=C\c1cccc(Br)c1)C(=O)N1CCOCC1)c1ccco1
4: NC1=NC(=O)S/C1=C\c1ccc(F)cc1
5: O=C(NCc1ccccc1)c1cc(S(=O)(=O)N2CCOCC2)ccc1F
6: O=C(O)CCC(=O)Nc1ccc(N=Nc2ccccc2)cc1
7: Cc1cc(N2CCN(C)CC2)nc2ccc(NC(=O)CCC(=O)NCCC3=CCCCC3)cc12
8: COCc1cccc(NC(=O)Cc2cccc3ccccc23)c1

Screen / compound no.	1	2	3	4	5	6	7	8
PfHsp90 set2	3	18	17	27	7	x	8	-19
SR-BI uptake up	5	12	x	1	7	11	-3	-21
dFosB act	-2	-10	-3	4	8	-1	-2	0
MITF act	-5	-6	x	20	-7	6	13	-6
SR-BI HDL uptake	-5	-12	x	-1	-7	-11	3	21
NSD2 inh	-2	-6	0	3	0	x	x	-2
CAL PDZ FP-1	-1.4	-1.7	-3.1	-1.4	0.3	-0.2	-0.1	-0.7
PvdQ acylase	-6	-12	9	-15	6	1	-12	9
Rtt109 Vps75	-9	-5	10	-2	0	6	3	20
CAL PDZ FP-2	-3	0	-1	4	-1	4	-4	7

9: C=CCn1c(Cc2ccc(OC)cc2)nnc1SCC(=O)NCCc1ccccc1
10: CCc1c(O)nc(SCC(=O)Nc2ccccc2C)n(-c2ccc(C)cc2)c1=O
11: CCN(CC)C(=O)CSc1nc(O)cc(=O)n1-c1ccccc1OC
12: COc1ccc(CN(C(=O)Cn2nnc3ccccc32)C(C(=O)NC(C)(C)C)c2ccco2)cc1 (configuration not stated)
13: CCCCNC(=S)N(Cc1ccco1)Cc1cc2cc3c(cc2[nH]c1=O)OCCO3
14: Cc1cccc2cc(-c3nc4ccc(C(=O)O)cc4[nH]3)c(=O)oc12
15: Cc1cc(Nc2ccc(Cl)cc2)n2nnnc2n1
16: Cc1ccc(OS(=O)Nc2cccc3nccnc23)cc1 (configuration not stated)

Screen / compound no.	9	10	11	12	13	14	15	16
PfHsp90 set2	x	12	-13	x	6	-31	x	-2
SR-BI uptake up	0	16	1	8	24	17	-18	-12
dFosB act	-6	-3	-2	-2	-5	-34	-4	-1
MITF act	1	-1	4	-6	4	-51	5	-10
SR-BI HDL uptake	0	-16	-1	-8	-24	-17	18	12
NSD2 inh	-2	-4	-1	1	-2	4	0	12
CAL PDZ FP-1	0.0	-2.2	-1.4	-1.6	-2.5	x	0.2	-2.2
PvdQ acylase	-8	-9	0	-9	-2	-14	-2	-13
Rtt109 Vps75	-6	1	-11	-13	-5	-2	17	x
CAL PDZ FP-2	-2	-3	x	x	0	81*	-1	0

17: NC(=O)c1ccccc1NS(=O)(=O)c1ccc2c(c1)OCCO2
18: O=[N+]([O-])c1cc(Cl)cc(C2=NCCN2)c1
19: COc1ccc(NS(=O)(=O)c2ccc3c(c2)NC(=O)C(C)S3)cc1 (configuration not stated)
20: CCCNc1cc(=S)nc(N)[nH]1
21: CC1Cc2ccccc2N1C(=O)CSc1nnnn1Cc1ccccc1 (configuration not stated)
22: O=C(Nc1nc2ccc(F)cc2s1)c1cccs1
23: O=C(CSC1=NC(=O)C(c2ccccc2)C(=O)N1)Nc1ccccc1[N+](=O)[O-] (configuration not stated)
24: O=C(NCc1cccnc1)c1ccccc1Br

Screen / compound no.	17	18	19	20	21	22	23	24
PfHsp90 set2	x	-14	7	20	3	2	-4	-6
SR-BI uptake up	6	-3	19	-19	14	-28	30	43
dFosB act	0	-5	-12	4	-3	-4	2	-10
MITF act	x	x	-11	-11	x	46	0	1
SR-BI HDL uptake	-6	3	-19	19	-14	28	-30	-43
NSD2 inh	7	15	5	x	-3	-3	-2	1
CAL PDZ FP-1	-2.9	0.5	-1.8	1.1	-0.7	-0.4	0.9	-1.9
PvdQ acylase	-8	7	7	-13	-5	3	-2	11
Rtt109 Vps75	x	3	7	4	7	-2	-2	-9
CAL PDZ FP-2	-3	-2	-4	-6	x	-16	0	x

25: O=C(O/C(=C/c1ccccc1)C(F)(F)F)c1ccccc1
26: CCC1CCCCN1Cc1c(O)ccc2c(=O)c(-c3ccccc3)coc12 (configuration not stated)
27: COc1ccc(Cc2nnc(SCC(=O)c3ccc(OC)cc3)o2)cc1
28: Cc1cc(NS(=O)(=O)c2cccc([N+](=O)[O-])c2)no1
29: O=C(NCc1nnc(SCC(=O)N2CCC(Cc3ccccc3)CC2)o1)c1ccccc1F
30: Cc1ccc(OCC(=O)NCc2cccs2)c([N+](=O)[O-])n1
31: CCOc1cc(C(=O)Nc2cc3c(cc2N2CCCC2)n(C)c(=O)n3C)cc(OCC)c1OCC
32: Cc1nc2cc3sc(C)nc3cc2s1

Screen / compound no.	25	26	27	28	29	30	31	32
PfHsp90 set2	-6	-18	-20	6	8	-8	-5	x
SR-BI uptake up	-5	5	15	12	12	18	-15	5
dFosB act	5	-3	-14	-1	3	-3	-5	-5
MITF act	-11	-5	-5	-5	-8	17	8	12
SR-BI HDL uptake	5	-5	-15	-12	-12	-18	15	-5
NSD2 inh	0	-5	6	-2	x	-2	2	-1
CAL PDZ FP-1	0.2	0.8	-3.8	-2.9	-0.7	-2.5	0.0	2.2
PvdQ acylase	-12	-12	-14	-4	3	-5	7	0
Rtt109 Vps75	-1	-5	4	-3	2	-3	-16	3
CAL PDZ FP-2	-6	x	0	0	0	-9	x	4

33: CC1=C/C(=N\S(=O)(=O)c2ccccc2)C(C(C)C)=CC1=O
34: Cc1c(NC(=O)c2ccccc2F)c(=O)n(-c2ccccc2)n1C
35: FC(F)(F)c1cc(C(F)(F)F)c2ccc(Oc3ccccc3)nc2n1
36: CC(C)(C#CC(O)(c1ccccc1)c1ccccc1)N1CCCCC1
37: CC(CNCC1CCCO1)COc1ccccc1 (configuration not stated)
38: Cc1cccc(-c2nc(CSCC(=O)NCc3cccs3)c(C)o2)c1
39: CCn1c(COc2ccc3ccccc3c2C)nnc1SCC(=O)Nc1cccc(C(=O)O)c1
40: O=C(NCc1ccccc1)N[C@@H](Cc1ccccc1)C(=O)O

Screen / compound no.	33	34	35	36	37	38	39	40
PfHsp90 set2	-6	14	x	2	10	34	-11	x
SR-BI uptake up	-13	32	-3	12	-6	4	9	31
dFosB act	-10	-8	5	-4	-2	-7	-9	-4
MITF act	-1	0	-16	6	-13	-5	-2	-11
SR-BI HDL uptake	13	-32	3	-12	6	-4	-9	-31
NSD2 inh	-3	-2	5	-5	11	x	23	-2
CAL PDZ FP-1	-0.7	0.6	-0.5	1.8	-0.9	-0.6	-0.8	-1.8
PvdQ acylase	-9	11	9	-10	0	11	9	2
Rtt109 Vps75	-3	-4	3	-3	-2	6	-1	4
CAL PDZ FP-2	-2	1	-4	x	0	-2	x	1

41: O=C(CCl)NC(=O)NC12CC3CC(CC(C3)C1)C2
42: CCC(=O)c1c[nH]c(C(=O)NCc2cccc(C(F)(F)F)c2)c1
43: Cc1c(NS(=O)(=O)c2ccc(F)cc2)c(=O)n(-c2ccccc2)n1C
44: Cc1ccc(C2(C)NC(=O)N(CC(=O)Nc3ccc(N4CCOCC4)cc3N3CCOCC3)C2=O)cc1 (configuration not stated)
45: CN1C(=O)SC(Nc2ccc(F)cc2)C1=O (configuration not stated)
46: Cc1cc(C)n(C(=O)Cn2nc(C)c(Cl)c2C)n1
47: CCOC(=O)C1=C(C)NC2(O)c3ccccc3C(=O)C12O (configuration not stated)
48: COc1cccc(CNc2ccc([N+](=O)[O-])cc2C)c1

Screen / compound no.	41	42	43	44	45	46	47	48
PfHsp90 set2	16	-1	-20	17	10	-14	1	2
SR-BI uptake up	7	-4	8	-16	4	-7	-10	-25
dFosB act	-4	-4	3	-2	-5	7	-1	1
MITF act	-21	-9	-3	9	x	x	2	15
SR-BI HDL uptake	-7	4	-8	16	-4	7	10	25
NSD2 inh	5	-3	6	x	-1	0	6	1
CAL PDZ FP-1	-1.9	1.3	0.1	-0.7	-1.9	-0.2	-1.8	0.0
PvdQ acylase	-10	-9	-2	-18	-10	4	-6	-3
Rtt109 Vps75	-2	-11	2	1	x	-5	-10	5
CAL PDZ FP-2	5	-3	x	10	1	-3	-1	x

49: O=C1OC(/C(=C\Nc2ccccc2)[N+](=O)[O-])c2ccccc21 (configuration not stated)
50: O=C(C1=NOC(CNc2ncc(C(F)(F)F)cc2Cl)C1)N1CCOCC1 (configuration not stated)
51: O=C(Cn1nc2ccccc2n1)N/N=C/c1ccc(F)cc1
52: Cc1cc(OCC(=O)OCC(=O)Nc2cc(S(=O)(=O)N3CCOCC3)ccc2Cl)ccc1Cl

Screen / compound no.	49	50	51	52
PfHsp90 set2	1	17	-1	-16
SR-BI uptake up	14	-6	x	6
dFosB act	0	6	-3	-6
MITF act	15	-1	-2	7
SR-BI HDL uptake	-14	6	x	-6
NSD2 inh	11	0	x	-1
CAL PDZ FP-1	-1.5	-0.1	-0.1	0.3
PvdQ acylase	-10	1	-14	-14
Rtt109 Vps75	4	5	0	1
CAL PDZ FP-2	-3	0	-3	-1
